proCasp7 act: procaspase-7 activators, primary screen, counter-screen for procaspase-3 activator project, biochemical, absorbance, HTS, human | activation, % at 8.5 µM | Caspase-7 (Homo sapiens), P55210 | actives 0.093% (n = 330,000) | recombinant procaspase-7, Ac-DEVD-pNA absorbance 405 nm; D23A/D198A/D206A triple mutant, cannot self-cleave; scale: DMSO 0, 5 µM enzyme 100;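 active = percent activation above the screen-wide mean plus 3 SD, cut at about 25% in these data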
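Assay system: Uncleavable procaspase-7 mutant enzyme; Input: 2 µM procaspase-7 mutant as dispensed; Also added: DEVD-pNA substrate; Medium: Zinc-free HEPES pH 7.4 with 300 mM NaCl, 0.01% Triton X-100; Timing: 1 h compound preincubation, 2 h substrate cleavage, 25 °C; Measured by: Epi-absorbance of released pNA at 405 nm, two timepoints.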
AHR act: AHR activators, primary screen, cell-based, luminescence, luciferase reporter, human. AID 2796, 2010. Aryl hydrocarbon receptor (Homo sapiens), P35869. activation, % at 5 µM. actives 2.5% (n = 320,000). AHR-responsive luciferase reporter cells; in the data active = activation above about 47%;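 also: 0% = vehicle wells and 100% = reference agonist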
EBNA-1 inh: EBNA-1 DNA-binding inhibitors, primary screen, biochemical, fluorescence polarization; inhibition, % at 14.8 µM; actives 0.34% (n = 300,000); in the data active = inhibition above about 28%
ZTA DNA inh: blocks Epstein-Barr virus ZTA, an EBNA-1 counter-screen; P03206; ZTA-DNA binding, fluorescence polarization; inhibition, % at 11 µM; actives 0.15% (n = 320,000); AID 2234; in the data active = inhibition above about 33%
MEP2-GFP yeast: modulators of MEP2-GFP levels in yeast, primary screen, S. cerevisiae, multiplex flow cytometry, MLPCN library | S. cerevisiae MEP2-GFP strain, 3 h; 100% = DMSO control level | GFP response vs DMSO, % at 10 µM | actives 0.51% (n = 330,000) | AID 2016, 2009;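 active = GFP response versus DMSO above a set limit, roughly screen mean plus 3 SD, cut at about 180% in these data; inconclusive = fewer than 70 cells counted for a yeast strain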;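 also: median GFP fluorescence of the barcode-gated MEP2-GFP cells per well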
LAP4-GFP MLPCN: modulators of LAP4-GFP expression in yeast, primary screen, S. cerevisiae, multiplex flow cytometry, MLPCN library; AID 2023, 2009; actives 0.34% (n = 320,000); GFP response vs DMSO, % at 10 µM; 3 h; median GFP as percent of DMSO wells;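 active = GFP response vs DMSO above a set limit, about the screen mean plus 3 SD, cut at about 150% in these data; inconclusive = under 70 cell events counted for the yeast strain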
RPL19A-GFP yeast: RPL19A-GFP expression modulators in yeast, primary screen, cell-based, S. cerevisiae, multiplex flow cytometry, MLPCN | actives 0.3% (n = 330,000) | percent response vs DMSO, % at 10 µM | AID 2025, 2009 | S. cerevisiae RPL19A-GFP strain, 3 h; stronger effect = lower value;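 active = percent response vs DMSO below 50%; inconclusive = fewer than 70 events counted for the yeast strain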;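 also: median channel GFP fluorescence of the barcoded RPL19A-GFP strain; ratio of sample median GFP to plate DMSO average so 100% = DMSO; lower means less RPL19A-GFP as with rapamycin TOR inhibition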
procasp3 activ: activators of human procaspase-3 D3A mutant, primary screen, biochemical, absorbance, PC-3 D3A mutant, single concentration. Caspase-3 (Homo sapiens), P42574. recombinant procaspase-3 D3A, Ac-DEVD-pNA absorbance 405 nm. activation, % at 8.5 µM. actives 0.11% (n = 330,000);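 active = activation above the mean of all tested compounds plus 3 SD, cut at about 21% in these data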;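 also: 0% = DMSO alone and 100% = DMSO wells spiked with extra 5 µM PC-3 D3A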
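material = Procaspase-3 D3A mutant | probe or stimulus = Ac-DEVD-pNA | compound = single dose, 8.5 µM nominal compound, 0.8% DMSO | timing = 1 h preincubation, 2 h reaction | measured by = 405 nm absorbance of p-nitroaniline, reads at 0 and 120 min | benchmarks = DMSO-only low control, 5 µM PC-3 D3A high control | repeats = singlicate, each compound tested once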
* hit, by the source's call; u = inconclusive; x = not tested or not shown; [ ] = dose if it differs, or a comment.

SMILES	proCasp7 act	AHR act	EBNA-1 inh	ZTA DNA inh	MEP2-GFP yeast	LAP4-GFP MLPCN	RPL19A-GFP yeast	procasp3 activ
CCC(C(=O)OCC(=O)Nc1cc(OC)ccc1OC)c1ccccc1 (stereo unspecified)	8	1	-8	-4	93	94	102	0
COc1ccc(NC(=O)CN(C)C(=O)c2ccc(-c3ccccc3Cl)o2)cc1	-8	1	3	-1	94	103	101	-13
CCCCCCn1c(SCC(=O)OC)nc2c1c(=O)[nH]c(=O)n2C	-21	-2	-2	-15	94	107	94	-14
CCc1ccccc1NC(=O)c1ccc(OCc2c(C)noc2C)cc1	-4	-5	x	x	98	96	96	6
C/C(=N\NC(=O)CNc1cccc(C(F)(F)F)c1)c1ccc(Br)cc1	1	46	2	-3	103	91	97	-3
CCOC(=O)c1cc(-c2ccccc2)sc1NC(=O)CN1C(=O)NC(CC)(c2ccccc2)C1=O (stereo unspecified)	4	-2	-4	10	100	106	99	-3
CCC(=O)Nc1c2c(nn1-c1cccc(Cl)c1)CS(=O)(=O)C2	9	-1	0	-2	102	109	98	4
CCC(=O)/C=C1\Sc2ccccc2N1CC	-6	48*	6	-8	98	110	99	5
O=C1Nc2ccccc2O/C1=C\c1ccccc1	-2	61*	10	-4	111	103	104	2
NC(=O)c1ccccc1NC(=O)Cc1cccs1	7	1	2	-4	95	86	103	-10
O=C(NCCN1CCOC1=O)C1CCC(=O)N(CCc2ccc(Cl)cc2)C1 (stereo unspecified)	-4	-1	15	6	105	107	99	1
CCCN(CCC)C1Sc2ccc(C(=O)OC)cc2NC1=O (stereo unspecified)	15	1	11	1	97	93	104	-3
CC1CC(C)(C)CC2(C1)NC(=O)N(CC(=O)Nc1ccc3[nH]c(=O)[nH]c3c1)C2=O (stereo unspecified)	0	1	x	10	106	105	105	37*
COc1ccccc1CNC(=O)C/C(C)=N/NC(=O)Cc1ccc(OC)c(OC)c1	2	7	2	6	103	94	101	1
CC(C)C(=O)Nc1ncc(Cc2ccc(Cl)cc2)s1	2	3	3	13	99	112	93	3
O=C(COc1ccc(Cl)cc1Cl)NNC(=S)NC(=O)c1ccco1	-4	1	3	1	98	101	92	-9
C#CCOCCOCCOCCNc1nc(N2CCN(C(=O)[C@H](Cc3ccc(O)cc3)n3cc(C(N)CC(C)C)nn3)CC2)nc(N2CCN(C(=O)[C@H](CCC(=O)O)n3cc(C(N)[C@H](C)CC)nn3)CC2)n1 (stereo partly specified)	3	-1	1	-6	97	129	104	6
COC(=O)CSc1ncccc1-c1nc2ccccc2[nH]1	-6	0	-3	11	107	114	101	1
CCOc1ccc(C(C)=O)cc1CSc1nc2nc(C)cc(C)n2n1	9	4	-16	-3	98	96	93	3
O=C(Nc1ccccc1N1CCCC1)c1ccc(Cl)cc1Cl	-4	39	0	24	100	117	96	14
O=C(CSc1nc2c(c(=O)n1-c1ccc(Cl)cc1)SCC2)Nc1nccs1	-6	2	-1	9	109	103	101	2
COc1ccc(CCNCc2ccc(OCC(=O)N3CCCCC3)c(OC)c2)cc1OC	1	-2	-1	0	98	97	97	0
Cc1cc(NC(=O)CSc2nncn2-c2ccccc2)no1	-4	3	3	0	94	97	96	-6
COc1ccc(NC(=O)COC(=O)CN2C(=O)NC(C)(C)C2=O)cc1	-12	-1	x	-16	95	97	94	10

Only EBNA-1 inh and ZTA DNA inh, for 4 of the compounds above:
compound	EBNA-1 inh	ZTA DNA inh
O=C(COc1ccc(Cl)cc1Cl)NNC(=S)NC(=O)c1ccco1	3	1
O=C(Nc1ccccc1N1CCCC1)c1ccc(Cl)cc1Cl	0	24
COC(=O)CSc1ncccc1-c1nc2ccccc2[nH]1	-3	11
CCOc1ccc(C(C)=O)cc1CSc1nc2nc(C)cc(C)n2n1	-16	-3

Other records follow.
SMILES	proCasp7 act	AHR act	EBNA-1 inh	ZTA DNA inh	MEP2-GFP yeast	LAP4-GFP MLPCN	RPL19A-GFP yeast	procasp3 activ
O=C(O)C1Cc2[nH]cnc2C(c2ccccc2O)N1 (stereo unspecified)	6	29	5	-13	105	99	99	-5
O=C(Cn1c(=O)c2cccn2c2ccccc21)NCCc1ccccc1	-4	10	-15	7	108	95	98	3
Oc1ccc(/C=N/NC(=S)NCC2CCCO2)cc1 (stereo unspecified)	0	-2	-5	5	89	92	93	-11
O=C(Nc1ccc2ccccc2c1)c1cn(-c2ccccc2)nc1-c1cccs1	0	-1	-1	15	105	100	100	5
CN1c2ccccc2Sc2cc(N)ccc21	-10	62*	-11	-1	107	107	98	-7
O=C(O)CCN1C(=O)c2ccc(NC(=O)Cc3ccc(Cl)cc3)cc2C1=O	5	2	15	-1	97	96	93	-15
Cc1nnc(NC(=O)C2C3C=CC(O3)C2C(=O)O)s1 (stereo unspecified)	-13	3	10	6	106	96	98	-1
CCN(CC)S(=O)(=O)c1ccc(C(=O)NCc2nnc(SCC(=O)OC)n2C)cc1	-8	-3	-6	13	89	88	88	-2
CCCCC(=O)Nc1cccc(NC(=O)c2cccc(Br)c2)c1	3	9	-8	12	104	95	105	-1
Cc1c2cnn(-c3ccccc3)c(=O)c2c(C)n1CCCC(=O)N1CCN(C)CC1	3	-2	-6	-12	103	100	99	-2
COc1ccc(-c2noc(N3CCC(C(=O)Nc4cc(OC)c(OC)c(OC)c4)CC3)n2)cc1	9	-1	-7	3	105	92	99	4
Cc1ccsc1C(=O)N/N=C/c1ccc([N+](=O)[O-])cc1	3	0	5	-7	103	101	98	13
CC(=O)O[C@@H]1[C@@H](OC(C)=O)[C@H](n2ccc3cc([N+](=O)[O-])ccc32)OC[C@@H]1OC(C)=O	-2	3	-9	-4	104	96	103	-2
COc1ccc(NC(=S)Nc2ccc(C)c(S(=O)(=O)N3CCCCC3)c2)cc1	-16	5	0	-3	91[may fluoresce red and violet]	u	u	-10
O=C(CN1CCCC1)Nc1cccc(Cl)c1	19	4	-12	-6	94	82	102	-1
COc1ccc(/C=N/Nc2nc(N3CCCCC3)nc(N3CCCCC3)n2)cc1[N+](=O)[O-]	-6	21	1	11	100	100	98	0
CC(C)(C)OC(=O)C[C@H]1C/C=C\C[C@H](CC(=O)NCCO)C(=O)NC[C@@H](c2ccccc2)OC1=O	11	-2	x	x	99	100	95	-2
CC1(C)Cc2c(ccc3ccccc23)/C(=C/C(=O)N2CCCCC2)N1	2	14	1	-2	100	102	100	1
CCCCC(CCC(=O)O)(C(=O)OCC)c1csc(Nc2ccccc2)n1 (stereo unspecified)	-1	0	-3	10	106	97	100	2
CCc1cc(Cn2nc(-c3ccccc3)cc2C(=O)NCCOC)on1	-8	3	14	14	95	106	102	-2
Cc1ccc2oc(C(=O)N3CCC(O)(c4ccccc4)CC3)c(C)c2c1	11	3	-1	-5	107	94	100	5
Cc1cc(NC(=O)CSc2c(C)[nH]c3ccccc23)no1	9	7	1	-22	94	90	92	-9
C=C[C@@H]1c2cc(C)ccc2N(S(=O)(=O)c2ccc(C)cc2)[C@H](c2ccc(OC(C)=O)cc2)C1(C#N)C#N	9	3	x	-13	85	76	90	9
Cc1ccc(Cl)cc1N1CCN(S(=O)(=O)c2c(C)[nH]c(C)c2C(=O)N2CCCC2)CC1	-8	20	-6	3	99	104	100	2
COc1ccc(S(=O)(=O)N2CCN(Cc3ccc4c(c3)OCO4)CC2)c2ccccc12	15	1	4	8	109	99	98	4
FC(F)(F)c1cc(C(F)(F)F)c2ccc(Oc3ccccc3)nc2n1	1	-1	3	2	101	74	105	-2
Nc1nc(SCC(=O)Nc2ccc(S(N)(=O)=O)cc2)n[nH]1	3	-1	3	9	93	99	97	1
COc1ccc(OCCC(=O)OCC(=O)Nc2cccc(S(=O)(=O)N3CCOCC3)c2)cc1	8	1	7	9	105	99	100	0
Clc1ccc(-n2nnc(-c3cccnc3Cl)n2)cc1Cl	-2	6	-3	-5	108	103	98	1
COc1ccc(C(=O)OC2CCN(c3ncc(C(F)(F)F)cc3Cl)CC2)cc1	0	0	-4	-5	86	79	96	-5
COc1ccc(NC(=O)C(NC(=O)CC2NC(=O)NC2=O)c2ccccc2)cc1 (stereo unspecified)	0	-1	11	11	103	97	103	1
Cc1cccc(C)c1NC(=O)C1CCN(C(=O)c2cccs2)CC1	4	1	2	-8	106	100	102	13
O=C(NNC(=O)c1cc2ccccc2oc1=O)c1ccccc1	-9	-2	-2	2	95	97	97	-8
CN1C(=O)S/C(=C/c2ccc(OCc3cccc(C(=O)O)c3)cc2)C1=O	8	9	5	-1	104	95	100	-6
Cc1ccc(S(=O)(=O)N(C)C)cc1NC(=O)COC(=O)CCC(=O)c1cccs1	7	1	1	5	96	91	106	3
N#Cc1c(-c2ccc(F)cc2)cc(-c2ccccc2)nc1SCC(=O)NCC(=O)O	-23	-1	6	-10	110	109	110	-17

Reformatted with two lines to a compound: two of the compounds above
Every second line gives: proCasp7 act	AHR act	EBNA-1 inh	ZTA DNA inh	MEP2-GFP yeast	LAP4-GFP MLPCN	RPL19A-GFP yeast	procasp3 activ
- COc1ccc(S(=O)(=O)N2CCN(Cc3ccc4c(c3)OCO4)CC2)c2ccccc12
→ 15	1	4	8	109	99	98	4
- COc1ccc(OCCC(=O)OCC(=O)Nc2cccc(S(=O)(=O)N3CCOCC3)c2)cc1
→ 8	1	7	9	105	99	100	0

(listing goes on)
SMILES	proCasp7 act	AHR act	EBNA-1 inh	ZTA DNA inh	MEP2-GFP yeast	LAP4-GFP MLPCN	RPL19A-GFP yeast	procasp3 activ
FC(F)(F)c1ccc(-c2n[nH]c(=S)o2)nc1	-27	-2	-8	-17	111	102	108	-26
COc1ccc(C(=O)Nc2ccc3c(c2)nc(CCNC(=O)c2ccco2)n3C)cc1	5	8	8	-9	106	96	108	5
O=C(N/C=C\n1cnc2cc(C(F)(F)F)ccc21)c1ccc([N+](=O)[O-])cc1	0	0	1	6	106	95	107	2
Cc1cccc(C)c1NC(=O)CN1CCN(CC(=O)c2cc(C)n(C3CC3)c2C)CC1	5	-1	x	10	109	116	98	-2
CCCn1nc(NS(=O)(=O)c2ccccc2[N+](=O)[O-])c2cc3ccccc3nc21	-2	5	0	-4	107	96	105	0
CCNC(=S)N1CCC(c2nc3cc(C)c(C)cc3[nH]2)CC1	-1	85*	1	-7	101	95	101	4
COc1ccccc1CNC(=O)COc1ccc(Br)c(C)c1	6	20	8	5	99	101	95	-4
O=C(c1ccco1)N1CCN(S(=O)(=O)c2ccc(F)cc2)CC1	3	-4	1	-18	101	101	97	0
C/C(=N\NC(=O)CN(c1ccccc1Br)S(C)(=O)=O)c1cccs1	-9	3	3	4	98	87	94	-1
Cc1ccccc1C(=O)Nc1ccc(N2CCN(C)CC2)nc1	9	0	3	6	101	93	102	-2
CCOc1ccc(S(=O)(=O)N2CCCC2)cc1	-6	-1	8	-3	104	115	103	-1
Cc1cccc(C)c1NC(=O)CSc1nnc(-c2ccoc2C)n1C	1	5	7	2	100	98	101	7
Cc1nc(SCC(=O)NCc2cccs2)nc(C)c1C	12	-1	9	10	101	105	98	2
CC1CCCCC1NS(=O)(=O)c1ccc2c(c1)CCC(=O)N2 (stereo unspecified)	11	0	x	5	96	88	91	0
Cc1ccc(-c2nc3ncccn3c2Nc2ccc3c(c2)OCCO3)cc1	-3	2	-16	-8	99	96	98	-7

Screening data (PubChem BioAssay)
